Xi reactivation = activators of X-chromosome reactivation in mouse fibroblasts; XiGFP mouse fibroblasts, % GFP-positive cells imaging, 3 d; cells co-treated with 5-aza-dC sensitizer; scaled so ellipticine positive control = 100%; activation, % at 7.58 µM; 0.055% of 360,000 active; AID 743238;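 active means mean normalized replicate activation at least 10% and every replicate at or above 10%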;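 further: 0% = median of on-plate neutral control wells and 100% = ellipticine 6 µM median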
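Assay system: SV40-immortalized XiGFP fibroblast cells, line 68-5-11; buffer or medium: DMEM plus 5-aza-dC sensitizer; compound: one concentration, pinned; timing: compounds 3 days, fix/stain 15 min at room temperature; benchmarks: positive control ellipticine, 6 µM final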
ERAP1 HTS inh = blocks human ERAP1 aminopeptidase activity; Q9NZ08; recombinant ERAP1, Leu-AMC fluorescence, 60 min; inhibition, % at 10.7 µM; 0.15% of 340,000 active; AID 652197;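 active means mean replicate inhibition of at least 30%, or all replicates individually reaching that 30% level; inactive means mean below 30% and not every replicate reaching it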;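 further: 0% = neutral control wells and 100% = L-leucinethiol positive control wells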
Target sequence (Q9NZ08 whole entry, looked up): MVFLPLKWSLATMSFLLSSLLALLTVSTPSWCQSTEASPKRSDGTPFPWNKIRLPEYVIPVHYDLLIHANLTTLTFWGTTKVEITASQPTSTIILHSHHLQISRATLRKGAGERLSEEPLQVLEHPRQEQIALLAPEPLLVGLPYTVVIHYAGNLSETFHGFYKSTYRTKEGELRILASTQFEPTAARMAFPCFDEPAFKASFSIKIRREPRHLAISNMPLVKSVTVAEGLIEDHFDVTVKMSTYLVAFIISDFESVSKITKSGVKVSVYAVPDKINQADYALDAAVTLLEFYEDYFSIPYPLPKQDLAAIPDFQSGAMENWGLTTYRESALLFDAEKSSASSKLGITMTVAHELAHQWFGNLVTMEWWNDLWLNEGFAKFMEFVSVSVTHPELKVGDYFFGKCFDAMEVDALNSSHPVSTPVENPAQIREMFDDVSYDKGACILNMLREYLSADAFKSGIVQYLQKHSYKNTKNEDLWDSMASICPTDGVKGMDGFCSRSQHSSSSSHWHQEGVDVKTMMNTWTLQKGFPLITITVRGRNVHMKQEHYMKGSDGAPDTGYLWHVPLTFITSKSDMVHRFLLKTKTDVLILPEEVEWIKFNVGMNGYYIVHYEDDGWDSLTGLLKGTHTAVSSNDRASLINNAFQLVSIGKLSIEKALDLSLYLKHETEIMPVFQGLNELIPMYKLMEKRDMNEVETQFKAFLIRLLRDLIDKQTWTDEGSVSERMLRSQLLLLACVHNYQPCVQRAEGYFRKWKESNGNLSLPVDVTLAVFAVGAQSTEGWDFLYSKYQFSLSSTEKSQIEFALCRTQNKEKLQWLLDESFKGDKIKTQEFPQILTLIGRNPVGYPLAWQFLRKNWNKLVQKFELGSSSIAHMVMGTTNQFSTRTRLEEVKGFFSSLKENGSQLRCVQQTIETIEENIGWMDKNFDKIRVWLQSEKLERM
LGR2 antag = inhibitors of bursicon-induced Drosophila LGR2 receptor cAMP signaling; HEK293 LGR2, CRE-luciferase, bursicon-stimulated, 4 h; AID 720647; inhibition, % at 9.99 µM; 0.35% of 380,000 active;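 active means drop in luminescence signal, shown as inhibition above about 50% in the replicate tests, limit read from the data, passing the limit was not always enough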;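 further: agonist challenge used bursicon conditioned medium at about half maximal strength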
SIRT5 inh = blocks human SIRT5 desuccinylation of peptide; Q9NXA8; 1.1% of 330,000 active; Purified SirT5, succinyl-peptide AMC, trypsin-coupled fluorescence; inhibition, % at 15 µM; AID 652115; in the data active means inhibition above about 15%
C2C12 statin = suppressors of simvastatin-induced myotoxicity in C2C12 myotubes | 0.78% of 330,000 active | AID 602340 | rescue of ATP level, % at 7.49 µM | ATP luminescence, 48 h; scaled: DMSO 0, geranylgeraniol control 100;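 active means mean ATP rescue above about 67%, or every replicate alone reaching that limit, limit read from the data, passing the limit was not always enough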;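 further: myotubes were challenged with 10 µM simvastatin during compound exposure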
Cneo AK release = Cryptococcus neoformans lysis via adenylate kinase release; C. neoformans lysis, adenylate kinase release luminescence, 4 h; normalised: neutral wells 0, clomiphene wells 100; lysis activity, % at 15 µM; 0.2% of 360,000 active; AID 651654;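 active means mean lysis activity across replicates of at least 80%, whatever share of replicates individually reach that level; inactive means mean lysis activity below 80%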
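Assay system: C. neoformans cells. Amount: yeast cell density of 5 × 10^6 cells/mL. Technique: AK luminescence. Buffer or medium: YPD. Times: static 4 h at 37 °C with compound, 1 h detection. Dosing: single-point compound dose. Read-out: lysis from increased AK signal.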
PGC1a acetyl inh = PGC1a acetylation modulation, inhibitor mode | inhibition, % at 15.6 µM | U2OS PGC1a acetylation, AlphaScreen anti-acetyl-lysine; with virally co-expressed GCN5 acetyltransferase | 0.17% of 350,000 active | AID 651687;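 active means every replicate shows inhibition of at least 40%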;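 further: 0% = neutral control wells and 100% = positive control wells; some results beyond the cut were filed as inactive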
S100A4 inh HTS = inhibitors of human S100A4 binding to myosin IIA peptide; P26447; S100A4/TAMRA-MyoIIA peptide fluorescence polarization; inhibition, % at 10.7 µM; 0.14% of 360,000 active; AID 652163;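 active means mean inhibition of at least 70% across replicates, with every replicate also reaching that level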
Target sequence (P26447 whole entry, looked up): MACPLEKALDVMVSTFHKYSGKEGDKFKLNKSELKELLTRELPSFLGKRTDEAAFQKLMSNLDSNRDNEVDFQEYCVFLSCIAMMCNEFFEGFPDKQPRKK
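Test system: S100A4 monomer protein; Medium: HEPES pH 7.2 with CaCl2, KCl, NaCl, DTT, Triton; Probe or stimulus: TAMRA-labelled myosin IIA heavy-chain peptide probe, 5 nM; Doses: one dose per compound; Times: polarization read 5 min after assay mix addition, stable 5–60 min; Benchmarks: neutral control DMSO, positive control TFP.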
Starred values were filed as active, the others as inactive; . = no result given; & = joins results of further samples. This is a subset; rates above refer to the full screens.

SMILES	Xi reactivation	ERAP1 HTS inh	LGR2 antag	SIRT5 inh	C2C12 statin	Cneo AK release	PGC1a acetyl inh	S100A4 inh HTS
Cc1ccc(S(=O)(=O)N2CCC[C@H]2C(=O)NC2CCCCC2)cc1	0.2	-1	16	.	4	12	28	0
CN1CCN(C(=O)C[C@H]2CC[C@H](NC(=O)c3ccc4c(c3)OCO4)[C@@H](CO)O2)CC1	0.0	-2	7	-2	1	54	5	2
CO[C@H]1CN(C)C(=O)c2cc(NS(=O)(=O)c3cccc(C)c3)ccc2OC[C@H](C)NC[C@H]1C	0.0	3	-9	4	2	2	-1	-1
CNS(=O)(=O)c1cc(-c2nnc(Nc3ccc(CC(N)=O)cc3)c3ccccc23)ccc1C	0.7	0	5	10	13	0	.	-3
Cc1ccccc1-c1ccc([C@@H]2[C@H]3CN(S(C)(=O)=O)CCCCN3[C@H]2CO)cc1	0.1	-3	10	0	-1	-2	2	7
O=C(NCCCN1CCOCC1)C(=O)NCC1CCCO1 (stereo not drawn)	0.1	.	14	.	-11	1	2	.
O=C(c1cnn2ccccc12)N1CCc2ccccc21	0.5	-4	3	-3	-6	-1	2	-1
CC(=O)Nc1cccc(C(=O)N/N=C/c2cccnc2)c1	0.0	4	-13	2	-1	-2	1	0
C[C@@H]1CN([C@@H](C)CO)S(=O)(=O)c2ccc(C#CCN(C)C)cc2O[C@H]1CN(C)Cc1ccccn1	-1.3	2	-3	7	-46	-4	6	10
COc1ccccc1C(=O)Nc1nnc([C@@H]2C[C@H](O)[C@@H](CO)O2)s1	0.2	0	-5	-8	-7	-2	.	5
C[C@H](c1ccccc1)N1C[C@@H](COCc2ccccc2)Oc2cccc(N3CCCCC3)c2S1(=O)=O	0.1	-4	11	-10	.	.	.	1
CN(C(=O)COC(=O)c1cc(-c2ccc(Cl)s2)nc2ccccc12)C1CCS(=O)(=O)C1 (stereo not drawn)	0.0	6	-13	0	.	.	-1	-1
CC(COC(=O)c1ccccc1)(COC(=O)c1ccccc1)/[N+]([O-])=C/c1ccccc1	0.1	4	0	0	.	.	.	5
O=C(Cn1c(=O)cnc2ccccc21)NCC(=O)Nc1ccc(F)c(F)c1	0.1	0	21	-1	6	0	1	-16
COc1ccccc1NC(=O)CSc1nc(=O)n(CCN2CCOCC2)c2c1CCC2	0.1	-2	6	3	2	0	1	-1
O=C1NC(=O)C(c2ccccc2)(c2ccccc2)N1	0.2&0.6&0.1	-1&2&1	-20&25	-6&-1&11	-1&6	0&1	-7&2	-4&-10&-4
C[C@@H]1CN([C@H](C)CO)S(=O)(=O)c2ccc(C3=CCCCC3)cc2O[C@H]1CN(C)C(=O)Cc1ccncc1	-0.2	-1	2	17*	-9	2	-10	-14
O=C(N/C(=C/c1cccc(Br)c1)C(=O)N1CCCCC1)c1ccco1	0.4	30	7	.	-7	0	0	0
Cc1ccccc1N(CC(=O)NCCSc1ccccn1)S(=O)(=O)c1ccccc1	0.0	-2	-9	-3	.	.	-23	-5
COc1ccccc1CCC(=O)N(Cc1ccccc1)c1c(N)n(Cc2ccccc2)c(=O)[nH]c1=O	0.3	1	-27	-3	.	-2	-1	-6
Cc1ccc(S(=O)(=O)N2CCC(C(=O)OCC(=O)N(C)CC(=O)Nc3ccc(F)cc3)CC2)cc1C	0.2	0	21	5	7	6	.	0
COc1ccc2c3c([nH]c2c1)[C@@H](CO)N(C(=O)C1CC1)CC31CN(C)C1	0.3	-2	6	8	.	.	.	-28
O=C(Nc1ccccc1N1CCCC1)c1ccc2ccccc2c1	-0.1	-4	11	-4	14	-2	.	0
NC(=O)CC(NC(=O)c1ccc(Br)cc1)c1ccc(NCc2ccc(F)cc2)c([N+](=O)[O-])c1 (stereo not drawn)	0.0	.	-2	.	-4	-2	.	9
O=C(NNC(=O)C1CCCCC1)c1cnccn1	.	.	5	.	1	-3	8	.
CNC(=S)NNC(=O)c1cn(C)nc1C	0.0	-9	14	-5	.	.	-5	1
O=C(CSc1nnc(CN2CCCCC2)n1-c1ccccc1)c1ccc2c(c1)OCO2	0.0	0	18	2	.	2	-3	3
O=[N+]([O-])c1ccc(N/N=C/C=C/c2ccco2)cc1	3.7	.	-3	.	.	-1	-11	-3
O=C(CCNC(=O)c1ccccc1)NCc1ccccc1F	0.0	1	4	-6	-9	-2	-7	-2
C[C@H](CO)N1C[C@H](C)[C@@H](CN(C)C(=O)Nc2ccc3c(c2)OCO3)OCCCC[C@H](C)Oc2ccc(NS(C)(=O)=O)cc2C1=O	-0.1	0	-10	-4	.	1	1	-9
O=C(NCC1CCCCC1)c1cc(S(=O)(=O)N2CCCCC2)ccc1Cl	0.2	3	-1	5	-19	-1	-4	-1
Cc1cccc(NC(=S)NCC(c2cccnc2)N2CCOCC2)c1 (stereo not drawn)	0.3	-2	-5	2	.	.	.	-2
CC1(C)CC(=O)C2=C(C1)Nc1ccccc1N1C(=O)c3ccccc3C21 (stereo not drawn)	.	4	9	-2	10	3	-58	3
COc1ccc(OCC(=O)Nc2ccccc2OC)cc1	.	10	1	1	-8	-1	3	6
Cc1cc(Br)cn2c(Cc3ccsc3)c(-c3ccccc3)nc12	0.1	.	-1	3	7	0	14	31
CCOCC(O)CNC(=O)c1ccc2nc(Cc3ccc(OC)c(OC)c3)oc2c1 (stereo not drawn)	0.1	-1	-4	2	-7	0	6	-2
COCC(=O)Nc1ccc2c(c1)C(=O)N(C)C[C@H](OC)[C@@H](C)CN(CCc1ccccc1)[C@@H](C)CO2	0.0	-5	9	0	-9	-2	26	8
Cc1nnc(Sc2cc(NCCO)c([N+](=O)[O-])c3nonc23)s1	0.0	10	-1	5	.	.	.	-4
CCc1ccc(C(=O)NNc2cc(Cl)cc(Cl)c2)cc1	0.0	-3	.	1	32	1	-18	0
CC1(C)CC(=O)CC(C)(C)N1OC(=O)c1ccncc1	.	.	5	.	-17	-1	-15	.
COc1ccc2c3n(nc2c1)CCN=C3c1ccc(Cl)cc1	0.0	7	-32	-4	-4	6	.	-3
COc1ccc(Br)cc1CN(C)C(=O)c1cnc(C)cn1	0.0	1	20	6	1	-1	.	-1
COC(=O)C1=C(C)N(Cc2ccccc2C(F)(F)F)C(=NCc2ccc(OC)cc2)NC1c1cccc(F)c1 (stereo not drawn)	0.2	2	-1	-6	.	.	.	7
CC(C)C(=O)Nc1ccc(O)c(-c2csc(N)n2)c1	0.0	-1	.	3	-7	0	-2	28
Cc1cc(C(=O)NCCc2ccc(Cl)cc2)c2ccccc2n1	0.1	-1	2	-5	-8	0	.	-4
Cc1csc(=O)n1CC(=O)Nc1ccc(Cl)cc1F	0.1	-4	21	-3	2	1	.	-1
O=C(NCCc1ccccc1)c1c[nH]c2c(F)cccc2c1=O	0.2	-1	-36	-5	3	1	-1	0
COc1ccc(NC(=O)c2cc(-c3ccco3)on2)c(OC)c1	0.0	0	-15	-2	-6	-2	-2	-2
O=C(NN(Cc1ccccc1)Cc1ccccc1)c1ccccc1	0.4	2	-17	.	4	-2	-7	6
CNC[C@@H]1Oc2c(NC(=O)Nc3ccc(F)cc3)cccc2C(=O)N([C@@H](C)CO)C[C@@H]1C	-0.8	1	-19	1	-8	44	-5	9
CC(C)NC(=O)N1C[C@H]2[C@@H](c3ccccc31)[C@H](CO)N2C(=O)c1ccc(F)cc1	0.0	0	2	-2	2	-2	-4	3
NC(=O)C1CCN(C(=O)COc2ccc(S(=O)(=O)NC3CCCC3)cc2)CC1	0.2	-4	3	-5	15	1	.	20
CCOc1ccccc1NC(=O)CS(=O)(=O)c1cn(CC(=O)N2CCOCC2)c2ccccc12	-0.1	4	1	-5	-5	1	.	-22
Cc1nn(C)c(C)c1NC(=O)c1ccccc1NC(=O)Nc1ccccc1	0.0	2	.	-13	.	-1	-7	0
C[C@@H]1CN([C@H](C)CO)C(=O)c2cc(NC(=O)CCC(F)(F)F)ccc2O[C@@H](C)CCCCO[C@H]1CN(C)C(=O)CCC(F)(F)F	0.0	1	-3	3	.	1	-31	14
CCCNC(=O)C[C@@H]1CC[C@H]2[C@H](COc3ccc(NC(=O)c4cccc(C(F)(F)F)c4)cc3C(=O)N2C)O1	0.4	1	-3	0	-12	-1	5	-7
CCC(=O)Nc1ccc2c(c1)C(=O)N(C)C[C@H](OC)[C@@H](C)CN(C(=O)CN(C)C)[C@H](C)CO2	0.2	.	-25	.	13	.	-10	.
CCCNC(=O)N1[C@@H]2CN(C)c3ccccc3[C@@H]2[C@@H]1CO	0.4	2	25	.	9	-2	6	7
Cc1cc(C)cc(NC(=O)COC(=O)COc2ccc(N(C)S(=O)(=O)c3cccs3)cc2)c1	0.0	-3	.	0	-3	-2	-2	-6
COc1ccc2c(c1)OC[C@H]1[C@H]2N2C(=O)CN(CCc3c[nH]c4ccccc34)C(=O)[C@@]2(C)[C@H]1c1ccccc1	-0.3	.	-1	.	10	2	.	1
COc1ccccc1CCn1cnc(-c2cccc(Cl)c2)c1CC(C)C	-0.1	0	29	.	.	.	.	4

9 neighbouring entries from above:
SMILES	Xi reactivation	ERAP1 HTS inh	LGR2 antag	SIRT5 inh	C2C12 statin	Cneo AK release	PGC1a acetyl inh	S100A4 inh HTS
O=C(NN(Cc1ccccc1)Cc1ccccc1)c1ccccc1	0.4	2	-17	.	4	-2	-7	6
CNC[C@@H]1Oc2c(NC(=O)Nc3ccc(F)cc3)cccc2C(=O)N([C@@H](C)CO)C[C@@H]1C	-0.8	1	-19	1	-8	44	-5	9
CC(C)NC(=O)N1C[C@H]2[C@@H](c3ccccc31)[C@H](CO)N2C(=O)c1ccc(F)cc1	0.0	0	2	-2	2	-2	-4	3
NC(=O)C1CCN(C(=O)COc2ccc(S(=O)(=O)NC3CCCC3)cc2)CC1	0.2	-4	3	-5	15	1	.	20
CCOc1ccccc1NC(=O)CS(=O)(=O)c1cn(CC(=O)N2CCOCC2)c2ccccc12	-0.1	4	1	-5	-5	1	.	-22
Cc1nn(C)c(C)c1NC(=O)c1ccccc1NC(=O)Nc1ccccc1	0.0	2	.	-13	.	-1	-7	0
C[C@@H]1CN([C@H](C)CO)C(=O)c2cc(NC(=O)CCC(F)(F)F)ccc2O[C@@H](C)CCCCO[C@H]1CN(C)C(=O)CCC(F)(F)F	0.0	1	-3	3	.	1	-31	14
CCCNC(=O)C[C@@H]1CC[C@H]2[C@H](COc3ccc(NC(=O)c4cccc(C(F)(F)F)c4)cc3C(=O)N2C)O1	0.4	1	-3	0	-12	-1	5	-7
CCC(=O)Nc1ccc2c(c1)C(=O)N(C)C[C@H](OC)[C@@H](C)CN(C(=O)CN(C)C)[C@H](C)CO2	0.2	.	-25	.	13	.	-10	.

2 of the compounds above, as labelled records:
CCCNC(=O)N1[C@@H]2CN(C)c3ccccc3[C@@H]2[C@@H]1CO
  Xi reactivation = 0.4; ERAP1 HTS inh = 2; LGR2 antag = 25; SIRT5 inh = .; C2C12 statin = 9; Cneo AK release = -2; PGC1a acetyl inh = 6; S100A4 inh HTS = 7

Cc1cc(C)cc(NC(=O)COC(=O)COc2ccc(N(C)S(=O)(=O)c3cccs3)cc2)c1
  Xi reactivation = 0.0; ERAP1 HTS inh = -3; LGR2 antag = .; SIRT5 inh = 0; C2C12 statin = -3; Cneo AK release = -2; PGC1a acetyl inh = -2; S100A4 inh HTS = -6

Compound activity from PubChem.
